High-throughput results (PubChem)
Hsp70 act – Hsp70 transcriptional activation, primary screen; activation, % at 10 µM; AID 1203; 200,000 tested, 0.04% active; HeLa Hsp70 promoter luciferase reporter, luminescence; scaled: vehicle 0, proteasome-inhibitor control 100%;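 active = activation above the mean across all tested compounds plus 3 SD, cutoff set per campaign, cut at about 5.5% in these data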;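 also: 100% = MG132 at 30 µM as the positive control and 0% = DMSO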
APP transl inh – APP translation inhibition; inhibition, % at 2 µM; SH-SY5Y APP 5'UTR-luciferase reporter, luminescence; AID 1285; 190,000 tested, 0.82% active;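 active = inhibition above a set limit, derived from the sample mean plus 3 SD, cut at about 45% in these data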; also: values of inactives mirror those of a sister screen read the other way
FLuc act counter – affects firefly luciferase, flagging false hits in luciferase stimulation screens; AID 1027; ATPlite luciferase biochemical, luminescence, 10 min; 0 = ATP-free wells, 1 = DMSO control; P08659; 200,000 tested, under 10 active; activation factor at 10 µM;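 active = luciferase activation factor, scaled between plate controls, of at least 2 with compound at 10 µM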
Target sequence (P08659 whole entry, looked up): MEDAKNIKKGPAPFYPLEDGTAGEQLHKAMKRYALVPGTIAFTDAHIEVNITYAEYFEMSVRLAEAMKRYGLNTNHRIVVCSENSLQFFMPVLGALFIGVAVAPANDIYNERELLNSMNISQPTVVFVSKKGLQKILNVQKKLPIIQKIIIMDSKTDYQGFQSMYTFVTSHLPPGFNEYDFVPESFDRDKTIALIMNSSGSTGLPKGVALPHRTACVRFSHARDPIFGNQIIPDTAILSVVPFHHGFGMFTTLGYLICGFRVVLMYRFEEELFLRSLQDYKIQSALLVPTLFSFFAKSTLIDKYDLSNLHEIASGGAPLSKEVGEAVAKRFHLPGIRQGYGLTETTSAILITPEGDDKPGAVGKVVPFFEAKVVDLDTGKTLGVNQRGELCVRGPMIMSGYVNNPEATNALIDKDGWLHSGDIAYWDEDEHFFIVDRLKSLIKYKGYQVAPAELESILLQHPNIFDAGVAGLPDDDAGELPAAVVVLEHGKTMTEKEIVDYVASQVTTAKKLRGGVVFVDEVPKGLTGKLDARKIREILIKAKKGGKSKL
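assay system = Luciferase/luciferin detection reagent, cell-free biochemical luciferase assay | also added = ATP substrate | times = 10 min post-reagent at room temperature | measured by = luminescence from luciferase reaction | measure = luciferase activation, seen as luminescence increase over controls | benchmarks = low control with PBS replacing ATP, high control enzyme plus ATP without compound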
G6PDH counter – inhibits Leuconostoc G6PDH, flagging false hits in G6PDH-based assays | 200,000 tested, 0.12% active | inhibition, % at 5 µM | AID 1020 | Purified L. mesenteroides G6PDH, diaphorase/resazurin coupled fluorescence, 45 min; in the data active = inhibition above about 50%
NF-kB neuron act – raises NF-kB expression in human neuronal cells; fold change at 12.5 µM; AID 1239; 190,000 tested, 1.6% active; NF-kB reporter expression; hits give high values; in the data active = fold change above about 3.3
FLuc inhib CS – inhibits firefly luciferase, flagging false hits in luciferase inhibition screens; P08659; ATPLite firefly luciferase biochemical luminescence, 10 min; inhibition, % at 10 µM; 200,000 tested, 1.5% active; AID 1006;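 active = inhibition above about 50% when tested at 10 µM, limit read from the data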
APP 5'UTR act – activates APP 5'UTR luciferase reporter; SH-SY5Y APP 5'UTR luciferase reporter, luminescence; zero percent = DMSO vehicle wells; activation, % at 2 µM; 190,000 tested, 1% active; AID 1276;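 active = activation above a set limit, based on mean plus 3 SD of controls, cut at about 140% in these data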; also: values of inactives mirror those of a sister screen read the other way
Redox H2O2 prof – compounds producing H2O2 with reducing agent – biochemical, NIH compound library profiling, artefact control for MLSCN library redox annotation, primary screen; DTT-dependent redox cycling H2O2, phenol red/HRP absorbance; 100% = 100 µM peroxide control, 0% = buffer; activation, % at 10 µM; 200,000 tested, 0.03% active;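 active = activation of at least 50% relative to the plate's high and low controls in the primary single-dose screen; inactive = activation below 50%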;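 also: compound incubated with DTT at 0.8 mM final as the reducing agent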
STAT1 activator – increases IFN-gamma driven STAT1 reporter signal; 200,000 tested, 2.6% active; NIH 3T3 STAT1-luciferase reporter, luminescence; 100% = IFN-gamma alone, no compound; activation (% of control), % at 5.5 µM; AID 932;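 active = activation above the screen-wide mean activation plus 3 SD, cut at about 130% in these data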;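 also: raw ratio to IFN-gamma control signal so 100% means no change and 0% no light; values of inactives mirror those of a sister screen read the other way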
Efa HMGR inh – E. faecalis class II HMG-CoA reductase inhibition | purified E. faecalis HMGR, NADPH absorbance 340 nm kinetic | inhibition, % at 10 µM | 190,000 tested, 0.41% active | AID 1066;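 active = inhibition above a set limit, the median over all tested compounds plus 3 SD, cut at about 9.5% in these data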;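 also: enzyme runs in reverse so mevalonate oxidation gives rising NADPH absorbance; 0% = complete reaction with DMSO and 100% = background rate lacking mevalonate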
* marks the source's active call; other numbers are inactive results.

SMILES	Hsp70 act	APP transl inh	FLuc act counter	G6PDH counter	NF-kB neuron act	FLuc inhib CS	APP 5'UTR act	Redox H2O2 prof	STAT1 activator	Efa HMGR inh
COc1ccc(C(=O)Cn2nnc(-c3ccccc3NC(=O)C3CCCCC3)n2)cc1	-0.4	9.7	1	-3.0	0.48	-2.4	-9.7	0.1	97.1	-1.2
Cc1ccc(OCc2ccc(C(=O)NCC3CCCO3)cc2)cc1 (centres undefined)	-0.2	21.1	1.1	7.1	1.19	-6.8	-21.1	-1.5	104.8	-3.1
CCCOc1ccc(N2C(=O)CC(N3CCC(c4nc5ccccc5o4)CC3)C2=O)cc1 (centres undefined)	0.1	7.9	1.1	-7.5	0.98	-6.1	-7.9	-0.4	100.7	-1.2
COC(=O)c1cc(NS(=O)(=O)c2ccc(NCc3cccnc3)c(N)c2)cc(C(=O)OC)c1	-0.3	8.1	1	-13.0	1.12	-4.9	-8.1	0.1	101.9	-3.5
c1ccc(CN2CCN(CCOCCOc3cccc4ccccc34)CC2)cc1	0.0	1.4	1.1	13.3	0.91	-5.4	-1.4	6.5	91.0	-3.9
CC(NC(=O)c1cn(C(C)c2ccccc2F)nn1)c1ccncc1 (centres undefined)	0.4	-6.0	1	16.5	1.12	-1.8	6.0	0.1	101.9	2.5
O=C(CNC(=O)Cc1ccccc1)NCC(=O)OCC(=O)c1cccc2ccccc12	-0.1	-1.6	1	1.8	0.93	-2.7	1.6	-0.7	98.7	-6.9
CN(Cc1ccccc1)S(=O)(=O)c1cccc2nsnc12	-0.3	-15.4	1	2.0	0.76	-4.6	15.4	0.0	94.1	-4.3
CC(=O)c1cccc(NC(=O)c2cc(-n3cnnc3)ccc2Cl)c1	-0.5	10.4	1.1	9.1	0.82	-5.9	-10.4	0.7	102.2	4.5
C=CCOC(=O)COc1ccc2c(C)c(C)c(=O)oc2c1	-0.2	-0.6	0.8	3.8	1.27	17.3	24.9	-0.6	95.6	-1.4
COc1ccc2nc(N/C(=N/S(=O)(=O)c3cccs3)c3ccccc3Cl)sc2c1	0.0	9.9	1.1	-0.6	1.14	-8.1	-9.9	-2.0	101.7	3.9
O=C(c1ccccc1NS(=O)(=O)c1ccc2c(c1)OCCO2)N1CCOCC1	0.1	-4.1	1.1	-0.6	0.91	-8.8	4.1	0.2	91.0	-2.5
CC(C)(Oc1cccc2ccccc12)C(=O)O	-0.3	-5.9	1	15.2	0.84	0.5	5.9	1.9	99.5	2.4
COc1ccc(CCNC(=O)c2ccc(N(C)S(=O)(=O)c3ccc(C)cc3)cc2)cc1	0.0	-12.1	1	1.6	1.22	-1.5	12.1	0.3	94.9	-2.1
Cc1[nH]c2ccccc2c1C(=O)CNc1nccs1	0.0	-2.7	1	43.0	1.33	-0.5	2.7	2.5	98.1	1.0
CCN(CC)CCN(C(=O)c1ccc(C(C)=O)cc1)c1nc2ccc(Cl)cc2s1	0.4	-18.8	1	5.1	1.13	-4.8	18.8	0.6	114.8	-4.8
C/C(=N\OC(=O)NC(C)C)c1sc(-c2ccccc2)nc1C	-0.3	-82.3	1.1	-5.9	1.73	-5.3	82.3	16.3	116.9	-4.3
Cc1cc(C)c(NS(=O)(=O)c2ccc(Cl)c(C(=O)O)c2)c(C)c1	-0.1	17.8	1	3.6	0.9	-3.5	-17.8	0.1	106.2	-7.6
CCCOc1ccc(-c2csc(N)n2)cc1[N+](=O)[O-]	-0.1	-67.2	0.7	-12.7	2.28	27.2	67.2	0.8	138.0*	-1.2
Cc1nc2ccccc2n1CC(=O)OCC(=O)NCCc1ccccc1	-0.2	-9.6	1	-0.4	1.14	-4.1	9.6	0.0	104.8	1.7
O=C(NCc1nnc(SCC(=O)N2CCCc3ccccc32)o1)c1c(F)cccc1Cl	-0.4	11.2	1.1	13.3	0.54	-6.7	-11.2	0.3	99.5	-8.0
CC1(C)Cc2c(c(=S)nc(-c3ccccc3)n2CCO)CO1	-0.4	-2.9	1	17.5	0.89	-0.8	2.9	1.0	98.3	-2.0
CCOC(=O)C(CCc1nnc(N)s1)C(=O)OCC	0.2	-3.4	1	-1.0	1.14	-4.8	3.4	-2.4	98.4	-0.2
Cc1ccc(SCC(=O)OCn2nnc3ccccc3c2=O)cc1C	0.1	-11.6	1	-5.0	1.06	-1.6	11.6	-0.9	99.9	-6.5
C/C(=N\Nc1nc2ccccc2[nH]1)c1cc2ccccc2o1	-0.2	-106.1	0.2	-37.3	1.01	78.4*	106.1	0.8	106.9	-3.8

Molecules from the list above that contain an aryl thioether with sulfur outside any ring, in the order listed:
SMILES	Hsp70 act	APP transl inh	FLuc act counter	G6PDH counter	NF-kB neuron act	FLuc inhib CS	APP 5'UTR act	Redox H2O2 prof	STAT1 activator	Efa HMGR inh
O=C(NCc1nnc(SCC(=O)N2CCCc3ccccc32)o1)c1c(F)cccc1Cl	-0.4	11.2	1.1	13.3	0.54	-6.7	-11.2	0.3	99.5	-8.0
Cc1ccc(SCC(=O)OCn2nnc3ccccc3c2=O)cc1C	0.1	-11.6	1	-5.0	1.06	-1.6	11.6	-0.9	99.9	-6.5

Back to the main list, starting five compounds before the break.
SMILES	Hsp70 act	APP transl inh	FLuc act counter	G6PDH counter	NF-kB neuron act	FLuc inhib CS	APP 5'UTR act	Redox H2O2 prof	STAT1 activator	Efa HMGR inh
O=C(NCc1nnc(SCC(=O)N2CCCc3ccccc32)o1)c1c(F)cccc1Cl	-0.4	11.2	1.1	13.3	0.54	-6.7	-11.2	0.3	99.5	-8.0
CC1(C)Cc2c(c(=S)nc(-c3ccccc3)n2CCO)CO1	-0.4	-2.9	1	17.5	0.89	-0.8	2.9	1.0	98.3	-2.0
CCOC(=O)C(CCc1nnc(N)s1)C(=O)OCC	0.2	-3.4	1	-1.0	1.14	-4.8	3.4	-2.4	98.4	-0.2
Cc1ccc(SCC(=O)OCn2nnc3ccccc3c2=O)cc1C	0.1	-11.6	1	-5.0	1.06	-1.6	11.6	-0.9	99.9	-6.5
C/C(=N\Nc1nc2ccccc2[nH]1)c1cc2ccccc2o1	-0.2	-106.1	0.2	-37.3	1.01	78.4*	106.1	0.8	106.9	-3.8
CC(C)C(OC(=O)c1cc2occc2n1C)C(=O)NCc1ccc2c(c1)OCO2 (centres undefined)	-0.2	0.1	1.2	11.1	1.03	-18.6	-0.1	-3.2	100.1	-2.0
CC1=NN=C(c2ccccc2)C(c2c[nH]c3ccccc23)N1O (centres undefined)	-0.1	-6.0	1.1	-3.8	1.21	-8.7	6.0	0.1	104.0	-0.3
C/C(CC(=O)Nc1ccc(Cl)cc1Cl)=N\NC(=O)c1ccco1	0.1	-39.0	1	6.7	1.47	-0.4	39.0	-0.6	125.7	-0.9
CC(C)OC(=O)CSc1nc(N)c(C#N)c(-c2ccco2)c1C#N	-0.3	-6.7	1	3.3	0.77	-4.5	6.7	-2.9	103.6	-0.1
O=C(O)/C=C/c1ccc(S(=O)(=O)Nc2ccc(C(=O)NCC(=O)O)cc2)cc1	-0.1	-9.7	1.1	4.0	1.05	-5.5	9.7	-0.4	100.6	-0.8
COC(=O)CSc1snnc1-c1ccc(Cl)c(Cl)c1	-0.2	-14.3	1	-5.0	1.05	-2.2	14.3	-6.7	107.1	4.5
CN(C)S(=O)(=O)c1ccc(NC(=O)C2CCCN(C(=O)c3ccc(Cl)cc3)C2)cc1 (centres undefined)	-0.3	-5.8	1	14.1	1.55	-3.2	5.8	-0.8	92.9	-6.0
C/C(CC(=O)Nc1cccc(Cl)c1Cl)=N\NC(=O)c1ccccc1N	0.2	-53.7	1.1	24.7	0.97	-6.6	53.7	-0.4	126.8	-2.1
CN1CCN(C(=O)CSc2nc(-c3cccs3)ccc2C#N)CC1	-0.4	-26.8	1.1	-24.8	0.97	-11.8	26.8	0.1	96.7	-6.6
O=C(CCN1C(=O)C2C3C=CC(C3)C2C1=O)N1CCN(c2ccccc2F)CC1 (centres undefined)	-0.2	-6.3	1	2.6	0.98	-4.7	6.3	-2.5	93.3	1.3
COc1ccc(CCNC(=O)c2ccco2)cc1	-0.1	-26.1	1	2.4	1.29	3.2	26.1	1.6	109.0	-0.1
NC(=O)c1sc2nc(-c3ccccc3)c3c(c2c1N)CCCC3	0.2	3.4	1	6.8	0.38	-4.2	-3.4	-0.9	91.0	-2.8
COc1ccccc1N1CCN(C(=O)c2ccc3[nH]c4c(c3c2)CC(C)CC4)CC1 (centres undefined)	-0.2	13.0	1	10.6	0.77	-2.0	-13.0	0.6	92.0	-0.3
CN1/C(=C\C(=O)CSc2nnc(N)s2)C(C)(C)c2ccccc21	-0.4	-5.2	1	-3.1	0.98	-4.6	5.2	0.2	96.5	-4.5
COCCCNC(=O)CSC1=Nc2ccccc2C2=NC(Cc3c[nH]c4ccccc34)C(=O)N12 (centres undefined)	-0.3	1.1	1	1.4	1.01	-1.7	-1.1	-1.4	106.5	-0.8
Cc1ccc(N2C(=O)CC(C3CCCO3)C2=O)cc1 (centres undefined)	-0.2	0.1	1	6.5	1.26	-2.0	-0.1	1.7	98.8	0.3
O=C(NCCO)c1cccc(Nc2nc(-c3ccccc3)c3cc(Cl)ccc3n2)c1	0.0	12.2	1	2.1	0.56	-0.9	-12.2	0.6	104.0	-4.7
Cc1ccccc1C(=O)c1cccn1CC(=O)O	-0.3	1.8	1	5.7	1.22	4.1	-1.8	1.1	93.6	-0.5
COc1ccc(-c2ccc(-c3noc(C(C)C)n3)c(OC)n2)cc1	-0.3	-29.7	1	3.1	1.64	-1.6	29.7	-0.2	114.9	-1.9
COc1ccc(CNC(=O)CCc2nc3cc(S(=O)(=O)N(C)C)ccc3n2C)cc1OC	-0.4	5.5	1	-3.2	1.1	-3.9	-5.5	-0.7	98.0	-5.1
COc1cc(N/C=C2\CC(=O)NC(C)=C2C#N)cc(OC)c1OC	0.0	-5.5	1	22.8	0.41	-1.4	5.5	-0.6	98.0	1.3
CCn1ncc(C2=NOC(C(=O)Nc3cnn(C45CC6CC(CC(C6)C4)C5)c3)C2)c1C (centres undefined)	-0.2	18.9	1	4.0	0.78	-1.6	-18.9	-0.7	99.1	-0.2
COc1ccc(N2CCCCn3c2nc2c3c(=O)n(C)c(=O)n2C)cc1	-0.3	-19.4	1.1	6.1	0.91	-7.9	19.4	1.8	95.2	0.7
COc1ccc(CCC(=O)OCC(=O)Nc2ccc(C)c(S(=O)(=O)N(C)C)c2)cc1	-0.3	-9.2	1	5.4	1.15	-0.8	9.2	-0.2	98.7	-3.9
COCCN(CCOC)C(=O)c1cc2c(=O)n3ccccc3nc2s1	-0.5	-31.0	1	2.0	1.12	-2.2	31.0	2.8	107.7	-2.3
COC(=O)C1CCN(S(=O)(=O)c2ccc(OC)cc2)CC1	0.0	20.7	1	5.5	1.46	-3.1	-20.7	0.0	93.2	2.4
Cc1[nH]c2ccc(S(N)(=O)=O)cc2c1C	-0.5	17.5	1.1	-0.5	1.06	-5.5	-17.5	-2.5	101.6	-0.7
Cc1ccc(Oc2nc3ccccn3c(=O)c2/C=C(\C#N)C(=O)Nc2c(C)n(C)n(-c3ccccc3)c2=O)cc1	-0.3	-3.5	1	3.5	2.13	-3.6	3.5	-0.1	94.2	-3.8

Single entries from the list:
O=C(CCN1C(=O)C2C3C=CC(C3)C2C1=O)N1CCN(c2ccccc2F)CC1 (centres undefined) in STAT1 activator has 93.3
CCOC(=O)C(CCc1nnc(N)s1)C(=O)OCC in Redox H2O2 prof has -2.4
